Screening data (PubChem BioAssay)
Eya2 phos inh: qHTS Assay for Inhibitors of the Phosphatase Activity of Eya2. Protein phosphatase EYA2 (Homo sapiens), O00167. recombinant Eya2, OMFP fluorescence dephosphorylation (OMFP is methylfluorescein phosphate). Potency, µM (series often up to 76.9 µM), for the others: at the top dose activity, negative = inhibition, hits mostly inhibitors. 330,000 compounds, 0.006% hits. AID 488837, 2010; further: potency means the concentration at half of the fitted maximal effect; on the % scale 0 is the no-effect control and ±100 the full control effect
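Eya2 (0.2 uM) preincubated 10 min at ambient with compound, then OMFP substrate added at 50 uM; 10 min reaction in 50 mM HEPES pH 7.5, 50 mM NaCl, 5 uM MgCl2, 0.05% BSA, 1 mM DTT. Fluorescence read at Ex 485/Em 525 nm.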
ELG1 repair inh: qHTS screen for small molecules that inhibit ELG1-dependent DNA repair in human embryonic kidney (HEK293T) cells expressing luciferase-tagged ELG1; Potency, µM (titrated, usually from 46.1 µM), for inactives: at the top dose activity change, negative = inhibition, hits mostly inhibitors; HEK293T ELG1-luciferase reporter, luminescence, 16 h; DNA damage induced by 5-fluorouridine; 330,000 compounds, 2.3% hits; further: potency means the concentration at half of the fitted maximal effect; on the % scale 0 is the no-effect control and ±100 the full control effect; nearly all actives have a fitted effect of over 55% in size
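Luminescence from the luciferase reporter, measured 30 min after ONE-Glo reagent at room temperature, was the read-out. Beforehand, 2,000 cells per well were exposed for 16 hr at 37 °C to 5-fluorouridine together with compound or vehicle.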
KCNH2 WT inh: qHTS for Inhibitors of KCHN2 3.1: Wildtype qHTS | activity change, % at 1.84 µM | 340,000 compounds, 0.37% hits | Voltage-gated inwardly rectifying potassium channel KCNH2 (Homo sapiens), Q12809 | U2OS, BacMam KCNH2, thallium flux FluxOr; active compounds read low;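 active means maximum activity change below -70%; inconclusive means maximum activity change between -70% and -50%; inactive means maximum activity change above -50%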; further: on the % scale 0 is the no-effect control and ±100 the full control effect
Target sequence (Q12809 whole entry, looked up): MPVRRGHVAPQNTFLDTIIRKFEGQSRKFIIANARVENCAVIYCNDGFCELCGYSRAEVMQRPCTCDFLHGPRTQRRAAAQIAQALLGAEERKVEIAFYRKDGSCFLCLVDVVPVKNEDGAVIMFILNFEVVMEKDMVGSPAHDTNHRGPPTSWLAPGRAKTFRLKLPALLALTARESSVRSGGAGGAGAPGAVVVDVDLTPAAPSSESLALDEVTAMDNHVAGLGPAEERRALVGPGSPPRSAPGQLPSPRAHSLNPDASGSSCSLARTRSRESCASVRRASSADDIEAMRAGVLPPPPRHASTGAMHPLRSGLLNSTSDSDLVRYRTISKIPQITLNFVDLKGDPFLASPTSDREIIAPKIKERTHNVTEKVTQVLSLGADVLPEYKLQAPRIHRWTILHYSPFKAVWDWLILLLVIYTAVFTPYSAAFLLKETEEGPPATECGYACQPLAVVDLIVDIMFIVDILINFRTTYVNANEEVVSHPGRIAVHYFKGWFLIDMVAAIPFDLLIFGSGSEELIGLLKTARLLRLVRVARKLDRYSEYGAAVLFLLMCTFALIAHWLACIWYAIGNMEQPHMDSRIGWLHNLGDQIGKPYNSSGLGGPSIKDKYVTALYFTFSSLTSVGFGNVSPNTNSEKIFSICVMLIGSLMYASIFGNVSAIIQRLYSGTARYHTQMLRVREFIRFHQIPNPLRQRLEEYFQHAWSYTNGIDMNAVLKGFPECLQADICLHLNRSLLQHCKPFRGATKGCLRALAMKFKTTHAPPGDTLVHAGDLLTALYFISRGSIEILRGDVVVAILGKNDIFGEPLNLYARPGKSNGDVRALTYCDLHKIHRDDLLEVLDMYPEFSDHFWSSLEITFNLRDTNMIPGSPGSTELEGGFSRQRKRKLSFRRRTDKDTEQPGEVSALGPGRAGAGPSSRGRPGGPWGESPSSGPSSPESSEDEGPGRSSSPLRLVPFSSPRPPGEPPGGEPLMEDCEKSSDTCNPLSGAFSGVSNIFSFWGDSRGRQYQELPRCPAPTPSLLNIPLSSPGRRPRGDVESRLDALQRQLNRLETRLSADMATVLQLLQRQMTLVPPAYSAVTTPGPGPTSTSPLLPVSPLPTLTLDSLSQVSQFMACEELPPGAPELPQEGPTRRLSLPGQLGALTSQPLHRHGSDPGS
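U2OS cells transduced with wild-type KCNH2 virus are loaded with FluxOr dye for 45 min, and thallium flux is measured in kinetic reads before and after stimulation buffer. Rate constants are normalized to DMSO controls.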
TCR activator: Activators of T cell receptors: qHTS campaign | primary human leukocytes, anti-CD3, IL-2 HTRF, 48 h | Potency, µM (series often up to 9.22 µM), inactives show at the highest dose activation of IL-2 secretion, actives largely listed as activators | 330,000 tested, under 10 active; further: % of control where 0% means no effect
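Primary human leukocytes incubated 48 hr with anti-CD3 beads plus compound, without co-stimulation. Secreted IL-2 measured by HTRF (europium cryptate/d2 anti-IL-2 pair, 320 nm excitation, 665 nm emission).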
Mito fusion yeast: qHTS Assay for Small Molecule Inhibitors of Mitochondrial Division or Activators of Mitochondrial Fusion; S. cerevisiae fusion-defective mutant growth rescue, CellTiterGlo 48 h; Potency, µM (doses to about 46.1 µM), without a hit: at the highest dose growth rescue (activation), actives largely listed as activators; 320,000 compounds, 0.23% hits; AID 485298, 2010;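 further: potency means the concentration at half of the fitted maximal effect; % of control where 0% means no effect; nearly all actives have a fitted effect of over 45% in size; temperature-sensitive fusion mutants such as fzo1-1 at 37 °C on non-fermentable ethanol glycerol medium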
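Yeast fusion mutant, YPEG (non-fermentable carbon), compound, 48 h at 37C non-permissive; CellTiterGlo added, 10 min RT, luminescence read. Rescued growth = division inhibition.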
KCNH2 3.1 block: qHTS for Inhibitors of KCHN2 3.1: Mutant qHTS; 340,000 compounds, 0.95% hits; U2OS KCNH2 3.1, thallium flux FluxOr; active compounds read low; activity change, % (tested at about 1.8 µM); Potassium voltage-gated channel subfamily H member 2, brain isoform KCNH2 3.1 (human);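 active means maximum activity change below -70%; inconclusive means maximum activity change from -70% to -50%; inactive means maximum activity change above -50%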;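 further: thallium influx rate constant from kinetic fluorescence after stimulation buffer; on the % scale 0 is the no-effect control and ±100 the full control effect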
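Channel expression came from 3.1 mutant virus (1.77 x 10^8 /mL) applied to suspended U2OS cells for 4 h. Flux was tracked with FluxOr dye plus Red40 quencher, and kinetic rate constants normalized to controls.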
AT treatment: qHTS Assay for Identifying a Potential Treatment of Ataxia-Telangiectasia. […] A-T fibroblasts, KAP-1 phosphorylation AlphaLISA; neocarzinostatin DNA damage 30 min before lysis. AID 485349, 2010. 320,000 compounds, 0.19% hits. Potency, µM (series often up to 57.5 µM), without a hit: at the top dose activation, usual class: activators; further: potency means the concentration at half of the fitted maximal effect; % of control where 0% means no effect; nearly all actives have a fitted effect of over 45% in size
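ATM-like activity read as KAP-1 phosphorylation via AlphaLISA donor/acceptor antibody pairs after lysis and 6 hr at 25C. Cells were ATM-null patient fibroblasts ([…], hTERT), dosed 60 min, then exposed to the DSB inducer NCS for 30 min.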
USP2a block: qHTS Assay for Inhibitors of Ubiquitin-specific Protease USP2a Using CHOP2 as the Reporter | Ubiquitin carboxyl-terminal hydrolase 2 (Homo sapiens), O75604 | USP2 core, Ub-CHOP2 coupled fluorogenic reporter, 485/531 | Potency, µM (titrated, usually from 38.3 µM), inactives show at the highest dose activity change, negative = inhibition, hits mostly inhibitors | 330,000 compounds, 0.01% hits | AID 463254, 2010;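 further: potency means the concentration at half of the fitted maximal effect; plate controls were DMSO wells for no effect and full inhibition by NEM control for full effect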
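USP2 core (10nM final) preincubated 30min RT with compound in 20mM Tris-HCl pH 8.0, 2mM CaCl2, 2mM beta-mercaptoethanol, 0.05% CHAPS; 25nM Ub-CHOP2 plus 25nM reporter substrate added, fluorescence (Ex485/Em531) read after 60min.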
TRPV1 ag: HTS Assay for Compounds that Act as Agonists of the Vanilloid Receptor 1. TRPV1-expressing cells, Fluo-8 calcium influx, agonist mode. activation, % at 8.33 µM. AID 540275, 2011. 320,000 compounds, 0.19% hits; in the data active means activation above about 80%; inconclusive means between about 30% and that limit; further: 0% is about no effect
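Fluo-8 calcium influx in TRPV1-expressing cells, kinetic read (ex 480/em 520 nm). Compound added and read 3 min for agonist activity, followed by capsaicin at EC20 final and 2 min further read for enhancement.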
TSHR antag: Antagonists of the Thyroid Stimulating Hormone Receptor: HTS campaign. TSHR-expressing cells, TSH-stimulated cAMP HTRF, 2 h; active compounds read low. activity change, negative = inhibition, % at 11.5 µM. 330,000 compounds, 0.2% hits. Thyrotropin receptor (Homo sapiens), P16473;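 active means activity change below a set negative limit, meaning inhibition stronger than a set level, cut at about -70% in these data; inconclusive means activity change between two set negative limits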; further: on the % scale 0 is the no-effect control and ±100 the full control effect
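Inhibition of cAMP made by TSHR-expressing cells under TSH stimulation (4nM final, EC80; 2 h, 37 deg C) is quantified with a one-step lysis HTRF kit, anti-cAMP cryptate versus cAMP-d2.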
The depositor's hits bear a star; ? = inconclusive; nt = no result given; [ ] = remark or other dose. Unless noted, the call rests on the fitted dose curve; in most records, active means well fitted curve in the direction sought with a large enough effect; inconclusive means small, poorly fitted or top-dose-only effect, or another doubt; inactive means no such curve, though single readings can be large; an effect the other way counts as inactive or inconclusive.

SMILES | Eya2 phos inh | ELG1 repair inh | KCNH2 WT inh | TCR activator | Mito fusion yeast | KCNH2 3.1 block | AT treatment | USP2a block | TRPV1 ag | TSHR antag
CC1CCc2cc(F)cc3c(O)c(C(=O)NCC4CCCO4)c(=O)n1c23 (centres undefined) | -24% | 23% | 2 | -3% | 10% | 31 | 1% | 6% | 17 | -3
CCCNC(=O)Cc1ncn[nH]1 | -14% | -3% | 2 | 1% | 0% | 0 | -2% | -2% | -2 | -1
Cc1ccc(SCCC(=O)Nc2ccccc2C(=O)NC(C)C)cc1 | 0% | -14% | -2 | 0%[46.1 µM] | 5% | -13 | -8% | -1% | 21 | -1
COc1ccc(C(C)NC(=O)c2ccoc2C)cc1OC (centres undefined) | -7% | 7% | -12 | nt | 2% | -6 | 14% | -1% | 2 | 3
Cc1cc2ncn(S(=O)(=O)N3CCCCC3)c2cc1C | -9% | 7% | -12 | -8% | 9% | -2 | -2% | 0% | 3 | -3
COC(=O)C(NC(=O)c1ccc(C)cc1)(Nc1cccc(C)n1)C(F)(F)F (centres undefined) | -25% | -4% | -9 | -2%[46.1 µM] | 0% | -6 | -4% | 2% | 23 | 6
Cc1ccc(C)c(S(=O)(=O)N(C(=O)c2ccncc2)c2ccc(OC(=O)c3ccncc3)cc2)c1 | -1% | -19% | nt | -5% | 10% | 33 | -1% | -4% | 3 | 0
O=C(COc1cccc(F)c1)NNC(=O)Cc1ccc(Br)cc1 | -2% | 7% | -5 | -7% | 1% | -14 | -3% | -1% | 4 | 12
COc1ccc(OCC(O)CNS(=O)(=O)c2cccc(Cl)c2)cc1 (centres undefined) | -2% | 12% | -4 | -1% | -8% | -11 | 7% | 1% | 4 | -23
Cc1ccc(C)c(OCc2cc(C(=O)NC3CCN(Cc4ccccc4)CC3)no2)c1 | -4% | -8% | 40 | 5% | 16% | ? | -1% | 1% | 6 | -15
COC(=O)Nc1ccc(S(=O)(=O)N2CCCC(C(=O)O)C2)cc1 (centres undefined) | -2% | 9% | 1 | -3% | -3% | 12 | -3% | 3% | 0 | -4
CC1=NN(C(=O)Cn2nc([N+](=O)[O-])c(Br)c2C)C(O)(C(F)(F)F)C1 (centres undefined) | 2% | 6% | -9 | -1%[46.1 µM] | -1% | 4 | -7% | 1% | -1 | -4
Cc1ccccc1OCC(=O)NCC(c1ccco1)N1CCCCC1 (centres undefined) | 19% | -7% | 2 | 6% | 0% | -3 | 7% | 2% | ? | -2
COc1ccccc1/C=C(/C(=O)OCC(=O)Nc1ccccc1C)c1ccccc1 | -18% | ? | -11 | -1%[46.1 µM] | 8% | 1 | 0% | -1% | ? | -3
COCCn1c(SCC(N)=O)nnc1-c1c[nH]c2ccccc12 | -9% | 2% | -9 | -2% | -2% | 4 | 0% | 4% | 1 | -11
COc1ccccc1Oc1coc2cc(O)ccc2c1=O | 5% | 11% | -13 | -3% | -1% | -8 | -3% | -2% | -1 | -8
COc1cc(OC)cc(C(=O)NNC(=O)c2ccc3ccccc3n2)c1 | -7% | ? | -9 | 1% | 15% | 1 | -12% | 0% | 1 | 4
COc1ccc(-n2nc(C(=O)NCC(=O)NCc3ccco3)c3ccccc3c2=O)cc1 | 5% | -7% | -1 | -5% | -1% | -2 | -6% | 2% | -1 | 0
O=C(CSc1nnc(-c2ccco2)o1)NC1CCCCCC1 | 12%[15.4 µM] | 10% | -1 | -1% | 0% | 3 | 8% | 1% | -3 | 5
c1ccc(CCc2nc(-c3cccnc3)no2)cc1 | -11% | ? | -7 | -1% | 9% | 6 | 13% | 2% | 2 | -31
CC1(C)Cc2cccc(OCC(=O)N3CCN(c4cccc(C(F)(F)F)c4)CC3)c2O1 | -4% | -9% | -25 | -1% | -2% | -4 | 4% | -3% | 28 | -4
Cc1[nH]n(-c2ccccc2)c(=O)c1C(c1cccc([N+](=O)[O-])c1O)c1c(C)[nH]n(-c2ccccc2)c1=O | 16% | 23% | -4 | 4%[46.1 µM] | -5% | -3 | -4% | -4% | 7 | -11
Cc1cccc(C)c1NC(=O)CN(C)C(=O)c1cccc(S(=O)(=O)N2CCN(C)CC2)c1 | 9% | 10% | 1 | -3% | 6% | 0 | 2% | 1% | 0 | -5
CCN(CC)CCCn1c(=S)[nH]c2ccc(Cl)cc2c1=O | 4% | 4% | 3 | -1% | -8% | 19 | 3% | 0% | 1 | 3
CC1CCC(NC(=O)C2c3ccccc3C(=O)N2CCCN2CCOCC2)CC1 (centres undefined) | -4% | ? | -12 | -2% | 2% | -13 | 4% | 5% | -2 | -7
The listing continues:
SMILES | Eya2 phos inh | ELG1 repair inh | KCNH2 WT inh | TCR activator | Mito fusion yeast | KCNH2 3.1 block | AT treatment | USP2a block | TRPV1 ag | TSHR antag
CCC(CC)NC(=O)CN1CCN(S(=O)(=O)c2ccc(Br)s2)CC1 | 4% | 7% | 32 | -3% | 0% | 15 | -11% | -2% | 11 | 0
COc1ccc(/C=C/C(=O)OCn2c(SC)nnc(C)c2=O)cc1OC | 10% | -8% | -10 | -3% | 4% | -17 | -4% | -2% | 0 | -1
Cc1nc(NCCc2ccc(Cl)cc2)c2nnn(Cc3ccccc3)c2n1 | 4% | ? | 1 | 9% | -2% | 1 | -3% | 0% | -1 | -2
CC(C)CCn1cnc2c1c(=O)n(C)c(=O)n2C | -4% | -1% | 11 | 9% | 1% | nt | 6% | -1% | 4 | 15
CC(=O)Nc1ccc(S(=O)(=O)Nc2nc3ccccc3nc2N2CCCCCC2)cc1 | 9% | 18% | -17 | 5% | 0% | -7 | -5% | -1% | 1 | 4
CC(NCCC1(Cc2ccccc2Cl)CCOC(C)(C)C1)c1cccs1 (centres undefined) | -21% | ? | 3 | -2% | -6% | 3 | 19% | -10% | 1 | 28
COc1nc(-c2ccccc2)nc(C)c1CC(=O)O | -1% | 6% | -10 | -2% | 6.3µM* | 34 | 0% | -5% | 1 | -6
C=CCN1C(=O)c2ccc(C(=O)N(CC)CC(=O)Nc3c(F)cccc3F)cc2C1=O | 15% | ? | -2 | 1% | 2% | 12 | 1% | 1% | 1 | 0
COc1ccc(-n2nc(C(=O)NCC(=O)NCCCN3CCC(C)CC3)c3ccccc3c2=O)cc1Cl | 6% | 0% | 11 | 6% | 1% | -17 | 0% | 0% | -3 | 21
Cc1cc(C(=O)CCC(=O)NC(C)c2ccc(S(N)(=O)=O)cc2)c(C)s1 (centres undefined) | 3% | 9% | 16 | 2% | -6% | 9 | 4% | 2% | ? | nt
Cc1cc(C)n(-c2ccc(C(=O)O)cc2[N+](=O)[O-])n1 | 3% | 21% | 7 | nt | 1% | 10 | 0% | 1% | -1 | 10
CN1CCc2nc3sc(C(=O)NCc4ccccc4)c(N)c3cc2C1 | -4% | -5% | -23 | 1% | 3% | 12 | 1% | 1% | -2 | -16
COc1ccccc1NS(=O)(=O)c1ccc(Br)s1 | -6% | -1% | -14 | 0% | 16% | -4 | 2% | 0% | 5 | -13
Cc1cc(Br)ccc1NC(=O)CNC(=O)Cc1ccc(S(=O)(=O)N2CCOCC2)s1 | 6% | 0% | 0 | 5% | -4% | -10 | -4% | -1% | 1 | -2
CCC(C(=O)NCc1ccc(F)cc1)N(Cc1ccco1)C(=O)c1snc(C(N)=O)c1N (centres undefined) | 9% | -5% | -8 | 2% | 3% | -1 | 12% | -1% | -1 | 6
Cc1ccc(C(=O)COC(=O)c2cc(Cl)nc3ccccc23)cc1C | 14% | -3% | -10 | 0% | -3% | -9 | 9% | -7% | -1 | 19
O=C(CN1C(=O)NC(c2ccccc2)(c2ccccc2)C1=O)NC1CCCCC1 | -3% | 2% | 2 | 7% | 2% | 8 | -10% | -1% | 0 | 2

Looked up above:
TRPV1 ag result of CC1CCc2cc(F)cc3c(O)c(C(=O)NCC4CCCO4)c(=O)n1c23 (centres undefined) = 17
ELG1 repair inh result of Cc1ccc(C(=O)COC(=O)c2cc(Cl)nc3ccccc23)cc1C = -3%

Not all compounds are listed (hit frequency here may not be typical).
